Assay outcomes: PubChem, Broad Institute
PglD inh = inhibitors of Campylobacter jejuni PglD acetyltransferase; purified PglD enzyme, DTNB colorimetric CoA detection; inhibition, % at 12.5 µM; hit rate 0.098% among 360,000; in the data active = inhibition above about 16%, passing the limit was not always enough; inconclusive = no clear call, values can overlap the other calls; note: strong numbers were not always called active
ERAP1 inh = ERAP1 (human) enzyme inhibition | inhibition, % at 10.7 µM | Q9NZ08 | AID 652197 | hit rate 0.15% among 340,000 | recombinant ERAP1, Leu-AMC fluorescence, 60 min;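 active = mean replicate inhibition of at least 30%, or all replicates individually reaching that 30% level; inactive = mean below 30% and not every replicate reaching it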;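 note: 0% = neutral control wells and 100% = L-leucinethiol positive control wells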
Target sequence (Q9NZ08 whole entry, looked up): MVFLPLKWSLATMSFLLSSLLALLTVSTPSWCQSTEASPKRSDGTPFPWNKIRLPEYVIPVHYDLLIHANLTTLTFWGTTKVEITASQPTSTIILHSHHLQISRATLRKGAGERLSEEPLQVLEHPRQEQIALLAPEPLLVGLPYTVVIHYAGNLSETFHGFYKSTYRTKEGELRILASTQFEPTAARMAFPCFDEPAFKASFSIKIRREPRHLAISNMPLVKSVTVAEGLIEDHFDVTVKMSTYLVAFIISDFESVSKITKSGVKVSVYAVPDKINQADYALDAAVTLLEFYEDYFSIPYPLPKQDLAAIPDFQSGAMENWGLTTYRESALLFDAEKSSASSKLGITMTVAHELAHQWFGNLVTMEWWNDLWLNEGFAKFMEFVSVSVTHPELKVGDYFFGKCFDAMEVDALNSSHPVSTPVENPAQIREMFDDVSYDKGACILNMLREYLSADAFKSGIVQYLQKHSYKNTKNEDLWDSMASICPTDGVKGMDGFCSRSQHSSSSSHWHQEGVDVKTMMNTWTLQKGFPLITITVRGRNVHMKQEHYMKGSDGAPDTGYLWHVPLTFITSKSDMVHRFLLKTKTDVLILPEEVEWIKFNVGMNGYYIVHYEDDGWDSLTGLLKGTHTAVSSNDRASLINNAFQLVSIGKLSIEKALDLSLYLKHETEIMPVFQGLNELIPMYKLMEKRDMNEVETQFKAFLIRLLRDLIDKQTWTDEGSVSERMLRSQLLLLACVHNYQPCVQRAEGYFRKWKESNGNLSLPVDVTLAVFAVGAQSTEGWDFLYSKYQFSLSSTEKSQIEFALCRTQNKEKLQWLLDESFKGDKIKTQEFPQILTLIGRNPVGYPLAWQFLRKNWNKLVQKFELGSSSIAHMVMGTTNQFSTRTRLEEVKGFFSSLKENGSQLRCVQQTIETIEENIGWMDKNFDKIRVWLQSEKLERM
miR-122 sensor = miR-122 inhibition in Huh7 cells. activation (reporter increase), % at 12.5 µM. Huh7 miR-122 Renilla luciferase sensor, 48 h; neutral wells = 0, positive control = 100. hit rate 0.3% among 340,000;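 active = mean replicate activation score at least 90 and every replicate individually at or above 90; inconclusive = only one of the two criteria met; inactive = neither criterion met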;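 note: higher luciferase means less miR-122 activity so hits act as miR-122 inhibitors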
E-sel inducer = induces E-selectin expression in human endothelial cells; AID 686992; P16581; hit rate 0.37% among 260,000; HUVEC E-selectin immunofluorescence imaging; normalized: neutral wells 0, TNF-alpha wells 100; activation, % at 7.58 µM;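 active = mean E-selectin-positive cell signal at least 10% of the positive control, reached in at least 60% of replicates, without over 20% cell loss; inconclusive = no rule given, readout overlaps actives, possibly toxicity-flagged; inactive = the rest, including those meeting only one limit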;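 note: in these data hits start at about 27%; measured in HUVEC primary endothelial cells; signal is the percent of cells scored E-selectin positive by PE staining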
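Material: HUVEC primary endothelial cells; Amount: 3,000 cells per well; Dosing: single concentration; Medium: EGM-2 growth medium on 0.1% gelatin-coated wells; Read-out basis: percent E-selectin-positive cells; Signal: immunofluorescence imaging; Control set: TNF-alpha, DMSO.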
RAD52 inh = RAD52 (human) annealing inhibition | recombinant RAD52 DNA annealing, FRET fluorescence | inhibition, % at 18.7 µM | P43351 | hit rate 0.46% among 360,000;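 active = every replicate showing at least 50% inhibition; inconclusive = mean inhibition at least 50% but not in every replicate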
RAD54 branch = RAD54 (human) branch migration inhibition | Q92698 | RAD54 Holliday junction branch migration, FAM/BHQ fluorescence | inhibition, % at 10.4 µM | hit rate 0.14% among 360,000 | AID 602329;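 active = mean normalized replicate activity at least 40 and at least half of replicates scoring 40 or more; inconclusive = only one of the two criteria met; inactive = mean below 40 and under half of replicates reaching 40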;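 note: 0% = median of neutral control wells and 100% = median of positive control wells; inhibitors cause a drop in the FAM fluorescence signal; in these data hits start at about 50%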
Cneo AK release = causes C. neoformans cell lysis; adenylate kinase release luminescence, 4 h; normalised: neutral wells 0, clomiphene wells 100; lysis activity, % at 15 µM; hit rate 0.2% among 360,000; AID 651654;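 active = mean lysis activity across replicates of at least 80%, whatever share of replicates individually reach that level; inactive = mean lysis activity below 80%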
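Material – log-phase Cryptococcus neoformans yeast cells · Input – 5 × 10^6 yeast cells/mL · Medium – fresh YPD growth medium · Doses – single compound concentration per well · Timing – static 4 h at 37 °C with compound, 1 h detection · Detection – adenylate kinase release luminescence · Read-out – signal increase indicating cell lysis · Control set – Clomiphene as positive lysis control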
PGC1a acetyl inh = lowers PGC1a acetylation signal in U2OS cells; inhibition, % at 15.6 µM; hit rate 0.17% among 350,000; AlphaScreen anti-acetyl-lysine; with virally co-expressed GCN5 acetyltransferase;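 active = every replicate shows inhibition of at least 40%; inconclusive = mean inhibition at least 40% but some replicate below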;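 note: 0% = neutral control wells and 100% = positive control wells; some results beyond the cut were filed as inactive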
Starred values were filed as active, the others as inactive; ? = inconclusive; . = no result given; [ ] = remark or other dose.

The first 2 entries, ahead of the listing:
SMILES	PglD inh	ERAP1 inh	miR-122 sensor	E-sel inducer	RAD52 inh	RAD54 branch	Cneo AK release	PGC1a acetyl inh
C[C@@H]1CCCCO[C@@H](CN(C)C(=O)Nc2cccc3ccccc23)[C@H](C)CN([C@H](C)CO)C(=O)c2cc(NC(=O)Nc3ccc(C(F)(F)F)cc3)ccc2O1	-1	-2	-4[16.7 µM]	0.0	28	4	49	0
CC(C)NCC(O)Cn1c2c(c3ccccc31)CCc1c-2cnn1-c1ccccc1 (stereo not given)	3	.	-30	.	.	23	-1	-23

Main list, previewed entries included:
SMILES	PglD inh	ERAP1 inh	miR-122 sensor	E-sel inducer	RAD52 inh	RAD54 branch	Cneo AK release	PGC1a acetyl inh
C[C@@H]1CCCCO[C@@H](CN(C)C(=O)Nc2cccc3ccccc23)[C@H](C)CN([C@H](C)CO)C(=O)c2cc(NC(=O)Nc3ccc(C(F)(F)F)cc3)ccc2O1	-1	-2	-4[16.7 µM]	0.0	28	4	49	0
CC(C)NCC(O)Cn1c2c(c3ccccc31)CCc1c-2cnn1-c1ccccc1 (stereo not given)	3	.	-30	.	.	23	-1	-23
COc1ccc(C(=O)NCc2ccccc2OC)c(OC)c1	-7	.	33	.	.	10	5	.
COc1ccccc1-n1cnnc1SCC(=O)c1cc(C)n(Cc2cccs2)c1C	-4	.	3	.	.	-2	2	1
CNC(=O)C[C@H]1CC[C@H]2[C@@H](COc3ccc(NC(=O)Nc4ccc(C)cc4)cc3C(=O)N2C)O1	0	1	-11[16.7 µM]	-0.1	3	-4	6	9
CO[C@H]1CN(C)C(=O)c2ccc(NC(=O)C3CCC3)cc2OC[C@@H](C)N(Cc2ccncc2)C[C@H]1C	0	-3	8[16.7 µM]	-0.1	5	-3	0	.
CCN(CC)CCN(C(=O)/C=C/c1cccs1)c1nc2ccc(Cl)cc2s1	-4	-4	1	1.8	4	-11	7	1
COc1cc(/C=N/n2nnnc2N)cc(Cl)c1OC	-2	2	2	0.0	-5	-9	6	11
C=CCSc1nc(C)c(Cc2cccc3ccccc23)c(=O)[nH]1	.	-1	0	.	-10	.	.	52
N#Cc1cnc(NCc2ccc(Cl)cc2Cl)nc1	-4	0	4	-0.1	-7	5	1	-8
C[C@@H]1CN([C@H](C)CO)C(=O)c2cccc(NC(=O)C3CCOCC3)c2O[C@H]1CN(C)Cc1ccccc1	0	-4	2[16.7 µM]	0.4	-2	-8	52	3
CCOC(=O)c1nn(-c2ccc(OCC)cc2)c2nc(-c3cccc(OC)c3)c(C#N)c(=O)n12	3	2	5	0.6	-11	-9	-8	13
CC(=O)N1c2ccccc2[C@H](C)[C@H]1C	-1	4	-8	0.3	-5	-6	0	-7
Cc1ccccc1NC(=S)N(CCCN1CCCCC1)Cc1ccco1	7	.	-6	.	.	4	-3	.
C/C(=N\OC(=O)c1ccc(Cl)c(Cl)c1)c1sc(C)nc1C	6	.	-7	.	.	-3	4	49
CC(Oc1cccc(F)c1)C(=O)/C=C\N(C)C (stereo not given)	1	.	-11	.	.	-7	-2	18
Cc1[nH]c2ccccc2c1C(=O)C(=O)N1CCN(c2ccccc2F)CC1	0	-1	.	0.1	-3	-3	-2	.
C[C@H](CO)N1C[C@H](C)[C@H](CN(C)C(=O)CN2CCOCC2)Oc2ncc(/C=C/c3ccccc3)cc2C1=O	5	1	11[16.7 µM]	0.2	10	8	-2	4
CCCCn1c(N)c(N(CC(C)C)C(=O)c2ccc(COc3ccccc3)o2)c(=O)[nH]c1=O	-7	1	.	0.0	-27	-21	2	.
Cc1cccc(NC(=O)C(=O)NNC(=O)c2ccc(C(C)(C)C)cc2)c1	8	-6	-3	1.0	-10	4	5	-11
Nc1ccccc1C=C1Cc2ccccc2C1=O	.	1	-4	0.0	-21	.	.	14
Brc1ccc2cccnc2c1	10	.	0	.	.	1	31	4
COC(=O)c1nn(-c2ccccc2)c(Sc2ccc(Cl)cc2)c1/C=N/O	0	.	-36	.	.	0	0	-18
CC(=O)NNc1nc(-c2ccccc2)c2cc(Cl)ccc2n1	2	3	.	-0.3	-6	5	-2	-3
O=C(CNC(=O)Cc1ccccc1)N=Nc1c(O)[nH]c2ccccc12	2	-1	-2	.	-18	2	0	-5
CC(=O)c1ccc(OCC(=O)OCC(=O)N(CC(C)C)c2c(N)n(Cc3ccccc3)c(=O)[nH]c2=O)cc1	1	-7	-3	0.1	-16	0	-2	6
Cc1ccc(S(=O)(=O)Nc2ccc3c(c2)C(=O)N([C@H](C)CO)C[C@H](C)[C@@H](CN(C)S(=O)(=O)c2ccc(C)cc2)OCCCC[C@H](C)O3)cc1	3	-2	-2[16.7 µM]	0.4	-44	-1	-6	2
O=C(CC1CCCCC1)NCc1nc(-c2ccccc2)no1	.	-3	-4	0.0	-6	.	.	-10
CCCN1C[C@H](C)[C@H](OC)CN(C)C(=O)c2ccc(NC(=O)c3ccc(F)cc3)cc2OC[C@H]1C	7	.	-19[16.7 µM]	-0.1	.	-4	-3	0
CO[C@H]1CN(C)C(=O)c2cc(NC(=O)NC(C)C)ccc2OC[C@H](C)N(C(=O)CC2CC2)C[C@H]1C	-2	5	25[16.7 µM]	0.0	-4	5	0	-5
CN(CC(=O)Nc1ccc(F)cc1)C(=O)c1cc(-c2ccco2)nc2ccccc12	-2	-3	3	-0.2	-48	-12	2	12
CCC(C(=O)OCC(=O)N(CCOC)c1c(N)n(Cc2ccccc2)c(=O)[nH]c1=O)c1ccccc1 (stereo not given)	-4	6	4	.	-3	-7	-1	-1
Cc1cccc(C(C#N)c2nc3ccccc3nc2C(F)(F)F)c1 (stereo not given)	3	.	-5	.	.	-19	-4	3
O=C(CCCN1C(=O)CCC1=O)Nc1ccc2c(c1)OCO2	0	.	-2	.	.	-5	4	3
COc1cccc(CC2(CO)CCN(Cc3cccn3-c3cccnc3)CC2)c1	-2	-5	-1	0.0	-14	-3	7	2
CCc1cccc(C)c1NC(=O)CN(C)C1=NS(=O)(=O)c2ccccc21	-5	0	-5	.	-3	-6	-3	-9
CN(C)CCN1C(=O)CCC2(C)C1=CCC1C2CCC2(C)C1CCC2(C)O (stereo not given)	0	-1	14	-0.8	-7	-3	-1	.
CCC(=O)N(C)C[C@@H]1Oc2cc(-c3ccc(C)cc3)ccc2S(=O)(=O)N([C@@H](C)CO)C[C@@H]1C	-4	-2	0[16.7 µM]	1.0	3	-3	3	6
CCc1nc(C)cn1S(=O)(=O)c1cc([N+](=O)[O-])ccc1Cl	-2	2	-5	.	-26	-4	2	1
C[C@H]1CN([C@@H](C)CO)C(=O)Cc2cc(NS(=O)(=O)c3ccc(F)cc3)ccc2O[C@H]1CN(C)Cc1ccccc1	6	2	0[16.7 µM]	-0.2	1	7	3	-18
O=C(COc1cccc2ccccc12)NNC(=O)c1cnccn1	-6	3	-2	.	-30	-1	2	2
CO[C@@H]1CN(C)C(=O)c2cc(NC(=O)C3CC3)ccc2OC[C@H](C)N(Cc2nccs2)C[C@@H]1C	2	0	.	0.1	-4	-3	1	10
O=C1C(=O)N(CNc2ccccn2)c2ccccc21	-5	.	-3	.	.	-3	1	-2
CC(C)NC(=O)N1CCCCN2[C@@H](CO)[C@@H](c3ccc(Br)cc3)[C@@H]2C1	1	0	6[16.7 µM]	0.2	-21	7	-1	3
CC(=O)Nc1cccc2c1C(=O)N(c1ccccc1C)C2=O	-2	2	-1	.	-15	-20	-5	31
Cc1ccc(-n2nnnc2SCC(=O)c2c(N)n(CC(C)C)c(=O)n(C)c2=O)cc1	0	.	24	.	.	2	1	-3
CC(C(=O)c1ccc(-c2ccccc2)cc1)[n+]1cccc(Br)c1 (stereo not given)	-5	2	1	0.0	-1	10	0	5
CSc1nc2c(c(=O)[nH]c(=O)n2C)n1Cc1ccccc1	-2	6	67	.	-14	6	0	?
CCOC(=O)c1c(C)n(CCO)c2ccc(O)cc12	13	.	0	.	.	-7	-7	2
Cc1ccc2[nH]cc(CCNC(=O)c3cccnc3)c2c1	1	6	-1	.	-10	-3	0	9
O=C(C[C@H]1CC[C@@H](NC(=O)Nc2cc(F)ccc2F)[C@@H](CO)O1)NCc1ccncn1	0	-5	.	-0.1	-10	-5	1	3
CCn1c(SCC(=O)NCC2CCCO2)nc2c(c1=O)SC(C)C2 (stereo not given)	1	7	5	-0.1	-9	1	-3	-1
CC1(C(=O)NC2CCCCCC2)CCC(=O)N1Cc1ccc2c(c1)OCO2 (stereo not given)	0	.	5	1.0	.	5	-1	.
COc1ccccc1S(=O)(=O)N[C@H]1CC[C@H](CCn2cc(C3CC3)nn2)O[C@H]1CO	-1	-1	.	-0.2	6	-9	-5	4
Cc1cccc(N2C(=O)CN=C2Nc2nc(C)cc(C)n2)c1	0	.	6	.	.	-20	0	3
COC(=O)C1=C(C)N(Cc2ccccc2)C(=NCCc2c[nH]c3ccccc23)N[C@H]1c1ccccc1	-2	.	45	.	.	1	3	-20

Arranged by length of the SMILES (high to low): some entries from above.
SMILES	PglD inh	ERAP1 inh	miR-122 sensor	E-sel inducer	RAD52 inh	RAD54 branch	Cneo AK release	PGC1a acetyl inh
CO[C@@H]1CN(C)C(=O)c2cc(NC(=O)C3CC3)ccc2OC[C@H](C)N(Cc2nccs2)C[C@@H]1C	2	0	.	0.1	-4	-3	1	10
COC(=O)C1=C(C)N(Cc2ccccc2)C(=NCCc2c[nH]c3ccccc23)N[C@H]1c1ccccc1	-2	.	45	.	.	1	3	-20
O=C(C[C@H]1CC[C@@H](NC(=O)Nc2cc(F)ccc2F)[C@@H](CO)O1)NCc1ccncn1	0	-5	.	-0.1	-10	-5	1	3
CC(C)NC(=O)N1CCCCN2[C@@H](CO)[C@@H](c3ccc(Br)cc3)[C@@H]2C1	1	0	6[16.7 µM]	0.2	-21	7	-1	3
CC1(C(=O)NC2CCCCCC2)CCC(=O)N1Cc1ccc2c(c1)OCO2 (stereo not given)	0	.	5	1.0	.	5	-1	.
CC(C(=O)c1ccc(-c2ccccc2)cc1)[n+]1cccc(Br)c1 (stereo not given)	-5	2	1	0.0	-1	10	0	5
CCn1c(SCC(=O)NCC2CCCO2)nc2c(c1=O)SC(C)C2 (stereo not given)	1	7	5	-0.1	-9	1	-3	-1
CSc1nc2c(c(=O)[nH]c(=O)n2C)n1Cc1ccccc1	-2	6	67	.	-14	6	0	?
CC(=O)Nc1cccc2c1C(=O)N(c1ccccc1C)C2=O	-2	2	-1	.	-15	-20	-5	31
O=C(COc1cccc2ccccc12)NNC(=O)c1cnccn1	-6	3	-2	.	-30	-1	2	2
CCOC(=O)c1c(C)n(CCO)c2ccc(O)cc12	13	.	0	.	.	-7	-7	2
O=C1C(=O)N(CNc2ccccn2)c2ccccc21	-5	.	-3	.	.	-3	1	-2
